# KB-V1 cytotox: kills drug-selected multidrug resistant KB-V1 cells | KB-V1 MDR cells viability, CellTiter-Glo, 72 h | actives 3.4% (n = 400,000) | Potency, µM (doses to about 46.1 µM), for inactives: at the top dose activity change, negative = cytotoxicity, most hits filed as cytotoxic; note: % is set by controls: 0 for no effect and ±100 for the full control effect; nearly all actives have a fitted effect of over 60% in size
#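 Drug-selected KB-V1 cells, grown in DMEM lacking phenol red with 10% FBS, receive compound titrations; after three days at 37 degrees C, surviving cell ATP is quantified by CellTiter-Glo luminescence and responses normalized and curve-fitted.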
# GLP1R inv ag: inverse agonists of human GLP-1 receptor | HEK293 GLP-1R CRE-luciferase, luminescence, 24 h; GLP-1R form is constitutively active | Potency, µM (titrated, usually from 38.3 µM), inactives show at the highest dose activity change, negative = inhibition, actives largely listed as inhibitors | actives 1.6% (n = 410,000) | P43220; note: % is set by controls: 0 for no effect and ±100 for the full control effect; nearly all actives have a fitted effect of over 55% in size
# Target sequence (P43220 whole entry, looked up): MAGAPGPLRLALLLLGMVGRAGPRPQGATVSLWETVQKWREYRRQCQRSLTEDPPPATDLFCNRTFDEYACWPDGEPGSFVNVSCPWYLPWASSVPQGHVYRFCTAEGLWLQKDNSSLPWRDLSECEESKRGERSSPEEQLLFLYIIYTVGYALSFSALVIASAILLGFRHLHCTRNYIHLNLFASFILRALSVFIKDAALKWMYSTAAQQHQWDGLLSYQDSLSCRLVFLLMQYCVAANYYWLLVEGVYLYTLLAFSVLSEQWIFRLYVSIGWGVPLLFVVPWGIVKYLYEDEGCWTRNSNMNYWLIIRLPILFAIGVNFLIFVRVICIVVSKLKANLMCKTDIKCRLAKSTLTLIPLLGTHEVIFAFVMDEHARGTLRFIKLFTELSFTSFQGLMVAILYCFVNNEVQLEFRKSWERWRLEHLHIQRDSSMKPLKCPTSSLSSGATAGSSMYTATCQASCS
#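 HEK293 cells stably co-expressing a cAMP-responsive luciferase reporter and constitutively active GLP-1R were seeded, incubated 12 h, then exposed to compounds for 24 h at 37 C. Luminescence was read 12 min after detection reagent; inverse agonists lower signal.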
# GLP-1R agonist: agonists of human GLP-1 receptor; Potency, µM (highest dose often 45.6 µM), without a hit: at the highest dose activation, actives largely listed as activators; actives 0.007% (n = 380,000); HEK293 GLP-1R CRE-luciferase, luminescence, 4-6 h; cells express a hypersensitive GLP-1R form; note: % of control where 0% means no effect
# HEK293 tox: cytotoxic in the GLP-1 receptor inverse agonist counter-screen; HEK293 cAMP-luciferase reporter cells, luminescence, 24 h; Potency, µM (titrated, usually from 38.3 µM), inactives show at the highest dose activity change, negative = inhibition, actives largely listed as inhibitors; actives 0.13% (n = 410,000);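 note: loss of luciferase light is scored as toxicity; % is set by controls: 0 for no effect and ±100 for the full control effect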
#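 To flag toxic compounds, the library was rerun on cells for 24 hr at 37 deg C and 5% CO2. Viability-linked luminescence was captured 12 min after adding luciferase detection reagent.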
# HT1080 IDH1KD tx: toxicity to HT-1080 IDH1 knockdown cells (counter line); HT-1080 IDH1 knockdown viability, ATP luminescence, 48 h; Potency, µM (highest dose often 46.1 µM), without a hit: at the top dose activity, negative = toxicity, actives largely listed as cytotoxic; actives 2% (n = 360,000); AID 686971;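 note: 0% = DMSO wells and -100% = cell-free medium wells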
#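 % activity derives from luminescence (CellTiter-Glo), normalised to DMSO and no-cell wells. HT-1080-IDH1KD cells, 750/well, had 48 h compound exposure at 37 °C.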
# KB-3-1 tox: kills parental KB-3-1 adenocarcinoma cells; Potency, µM (doses to about 46.1 µM), for inactives: at the top dose activity change, negative = cytotoxic, most hits filed as cytotoxic; actives 1.4% (n = 400,000); KB-3-1 viability, CellTiter-Glo ATP luminescence, 72 h; note: % is set by controls: 0 for no effect and ±100 for the full control effect; nearly all actives have a fitted effect of over 60% in size
#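 Multi-concentration cytotoxicity screen in KB-3-1 cells grown in DMEM lacking phenol red with 10% FBS. After 72 h at 37 °C with compound, ATP-dependent luminescence was recorded.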
# SW480 rerep: induces DNA re-replication in SW480 colon adenocarcinoma cells; SW480 DNA re-replication, Hoechst DNA content imaging, 48 h; Potency, µM (titrated, usually from 46.1 µM), without a hit: at the top dose re-replication activation, usual class: activators; actives 1.8% (n = 340,000); note: % of control where 0% means no effect; nearly all actives have a fitted effect of over 55% in size
#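 Per well, 250 cells were exposed to pinned compound for 48 hr. Nuclear DNA was visualised with Hoechst (40 min, 37 C) and total object intensity recorded by fluorescence scanning.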
# HT1080-NT tox: kills 2HG-producing HT-1080-NT fibrosarcoma cells. HT-1080-NT fibrosarcoma viability, CellTiter-Glo ATP luminescence, 48 h. Potency, µM (highest dose often 46.1 µM), without a hit: at the top dose activity, negative = less viability, most hits filed as cytotoxic. actives 1.6% (n = 360,000). AID 686970;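 note: NT is the 2HG producing partner of a matched IDH1 knockdown line; 0% = DMSO-treated cells and -100% = media-only wells without cells; nearly all actives have a fitted effect of over 55% in size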
#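 750 cells/well, RPMI + 5% FBS; 2 h settle, compound pin-transfer, 48 h at 37 degrees C. CellTiter-Glo 10 min RT, luminescence. Normalized to DMSO and media-only wells.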
# TDP-43 yeast inh: rescues yeast growth from TDP-43 toxicity; actives 1.8% (n = 410,000); Potency, µM (doses to about 46.1 µM), for inactives: at the highest dose growth rescue (activation), actives largely listed as activators; TDP-43 expressing yeast growth rescue, BacTiter-Glo, 24 h; AID 652104; note: % of control where 0% means no effect; nearly all actives have a fitted effect of over 50% in size
#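 Readout is BacTiter-Glo luminescence of cell growth, so inhibitors register as activators. TDP-43-expressing yeast at OD600=0.02 in galactose medium, after raffinose pregrowth to mid-log, were incubated with compound for 24 hr at 30 deg C.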
# Starred values were filed as active, the others as inactive; ? = inconclusive; · = no result given; [ ] = another dose, or the depositor's remark. Calls come from the whole dose curve; as a rule, active = well fitted curve in the direction sought with a large enough effect; inconclusive = small, poorly fitted or top-dose-only effect, or another doubt; inactive = no such curve, though single readings can be large; an effect the other way counts as inactive or inconclusive. Potency is the fitted concentration of half-maximal effect.
SMILES,KB-V1 cytotox,GLP1R inv ag,GLP-1R agonist,HEK293 tox,HT1080 IDH1KD tx,KB-3-1 tox,SW480 rerep,HT1080-NT tox,TDP-43 yeast inh
CC(=O)Nc1cccc(N2C(=O)CC(N3CCC(C(=O)N4CCCCC4)CC3)C2=O)c1 (stereo not given),?,9.6%,0.2%,21.5%,3.1%,7.5%,-10.6%,16.8%,1.3%
Cc1cccc(C)c1-n1nnnc1C(c1ccnc2ccccc12)N1CCN(C(=O)OCc2ccccc2)CC1 (stereo not given),-13.8%,13.2%,-3.0%,-1.6%,6.3%,?,·,21.4%,27.0%
O=C(Nc1ccccc1N1CCN(C(=O)c2ccccc2)CC1)c1cccc(Cl)c1,-8.2%,?,-1.2%,-12.6%,6.9%,-5.2%,13.9%,5.5%,?
CC(C(=O)N1CCCCC1)N(C)CC(=O)Nc1ccc(Cl)cc1 (stereo not given),?,-26.2%,-1.8%,?,-6.1%,-1.3%,-43.9%[inhibitor],-3.0%,0.0%
CCCn1cc(CN2CCC(n3nccc3NC(=O)c3ccccc3)CC2)c(C)n1,-5.2%,-13.3%,-4.2%,0.4%,9.8%,1.8%,0.0%,6.4%,12.8%
Cc1ccc(SCC(=O)OCC(=O)NC(C)c2ccc(F)cc2)cc1 (stereo not given),-0.2%,-7.0%,8.3%,4.5%,3.5%,-2.5%,-4.8%,8.9%,9.2%
O=C(CCc1ccc(S(=O)(=O)NCCc2ccccc2)cc1)Nc1ccc2c(c1)OCO2,-18.2%,0.0%,0.7%,-11.1%,-28.5%,5.2%,-3.5%,-0.4%[9.24 µM],-24.9%
CCOC(=O)Cn1c(S(=O)(=O)Cc2ccccc2Cl)nc(-c2ccccc2)c1-c1ccccc1,?,-10.2%,-16.1%,-5.9%,?,-32.5%,8.4%,?,-22.6%
COc1cccc(-c2nc(CSCC(=O)NCC3CCCO3)c(C)o2)c1 (stereo not given),0.0%,2.0%,9.4%,-3.1%,0.3%,-2.5%,-2.5%,-1.7%,22.6%
CCOc1cc(C(=O)Nc2ccc(F)cc2)cc(Br)c1OC,-20.2%,?,21.8%,-5.7%,-4.3%,-3.5%,14.6%,-16.5%,1.7%
O=c1oc2ccccc2c(=O)c2ccccc12,3.4%,-2.7%,9.5%,-4.9%,12.3%,-0.5%,-5.4%,12.9%,2.4%
CCOC(=O)N1CCC(N2CCCC(C(=O)c3ccc4cc(OC)ccc4c3)C2)CC1 (stereo not given),-15.3%,?,5.3%,?,?,-1.9%,?,?,-20.0%
CCN(CC)S(=O)(=O)c1ccc(C(=O)NCCSc2c[nH]c3ccccc23)cc1,28.2%,?,5.1%,-5.8%,-1.7%,1.5%,1.1%,-27.1%,18.7%
Cc1cc(=O)oc2c(C)c(OCC(=O)NCCCN3CCCC3=O)ccc12,10.8%,14.7%,-5.5%,-2.2%,5.2%,-1.2%,11.1%,0.0%,-2.2%
COc1ccc(CC(=O)Nc2ccc(-c3csc(C)n3)cc2)cc1,2.9%,-26.7%,-2.4%,-5.4%,4.1%,7.0%,-7.0%,16.2%,-2.4%
O=S(=O)(c1ccccc1)c1nc(-c2ccc(Cl)cc2)oc1NCCCN1CCOCC1,13.3%,-16.5%,2.2%,-1.8%,1.9%,-12.1%,18.1%,8.8%,15.6%
O=C(c1ccc(S(=O)(=O)Nc2ccccc2F)cc1)N1CCCCCC1,-13.5%,-21.4%,-6.2%,1.1%,1.6%,1.9%,4.6%,7.2%,8.8%
Cc1cc(-c2ccccc2)nc2cc(C(=O)OC(C)C)nn12,-0.4%,22.0%,16.3%,3.9%,-2.2%,23.1%,-11.9%,8.1%,1.2%
Cn1cc(CN2CCN(c3ccccc3)CC2)c2ccccc21,-9.3%,0.0%,-0.3%,-13.3%,?,-3.1%,2.5%,-29.1%,-20.2%
CC(C)CN(C(=O)COC(=O)CCSc1ccc(Cl)cc1)c1c(N)n(Cc2ccccc2)c(=O)[nH]c1=O,-13.5%,3.1%,1.8%,3.6%,-1.8%,17.8%,·,-0.8%,4.7%
Cc1ccc(C2C3=C(CC(C)(C)CC3=O)Nc3n[nH]c(C)c32)cc1 (stereo not given),?,-14.3%,-1.2%,1.4%,-4.0%,21.7%,-0.1%,-0.1%,14.8%
O=C(NCCc1nc2ccc(Cl)cc2[nH]1)C1CCC(=O)N(Cc2cccc(F)c2)C1 (stereo not given),-6.9%,-3.6%,-1.1%,0.5%,-1.2%,3.9%,1.2%,-0.8%,-10.8%
CCOC(=O)c1cc(NC(=O)c2ccc(Cl)cc2)c(=O)n2c1oc1ccccc12,0.0%,3.0%,0.4%,-2.8%,·,-9.5%,·,·,13.7%
COC(=O)c1c(NC(=O)CN2CCC3(O)CCCCC3C2c2ccc(F)cc2)sc(C)c1C (stereo not given),16.4µM*,?,-9.3%,-8.7%,-8.0%,-13.3%,?,-3.9%,?
CCS(=O)(=O)c1ccc2c(c1)N(S(=O)(=O)c1ccc(OC)cc1)CC(C(=O)O)O2 (stereo not given),13.0%,2.4%,-12.8%,-1.8%,13.0%,3.2%,-9.9%,16.1%,2.9%
Cc1ccc(C2C(C#N)=C(N)N(c3cccnc3)C3=C2C(=O)CCC3)c(C)c1 (stereo not given),-6.9%,-17.9%,6.4%,3.8%,-2.4%,0.9%,3.2%,-18.3%,-6.7%[9.22 µM]
COc1ccc(OCCSc2ncnc3nc[nH]c23)cc1,6.8%,26.5%,11.1%,8.0%,-7.3%,-30.5%,1.0%,2.7%,22.6%
C/C(=N\N=C1/SC(CC(=O)O)C(=O)N1c1ccccc1)c1ccc(C)cc1 (stereo not given),2.4%,15.4%,0.9%,1.8%,-1.4%,5.8%,-1.7%,2.6%,1.2%
COc1cccc(NC(=O)CN(C)C(=O)Cc2ccc(Cl)cc2Cl)c1,-6.5%,?,7.9%,-3.5%,7.7%,-3.0%,-104.6%[inhibitor],19.9%,-11.4%
CCc1nn(C(C)C(=O)NCCc2ccc(OC)c(OC)c2)c(=O)c2cc3occc3n12 (stereo not given),-11.3%,25.1%,14.9%,-5.1%,-1.1%,9.4%,-0.4%,0.7%,-4.5%
CCN(Cc1ccncc1)Cc1nc(Cc2ccccc2Cl)no1,-15.2%,-26.6%,13.4%,2.2%,-17.0%,?,1.3%,?,17.5%
CC(=O)Oc1cccc(C(=O)Nc2ccccc2C(=O)N2CCCC2)c1,4.5%,-11.0%,-1.9%,1.1%,5.4%,-19.2%,1.8%,4.9%,-9.7%
CCSc1nc2sc3c(c2c(=O)n1-c1ccc(OC)cc1)CCN(C)C3,24.9%,?,20.2%,2.3%,-7.8%,3.3%,?,11.0%,-15.0%
Cc1cccc(NS(=O)(=O)c2ccc(C)c(C(=O)NCc3ccccn3)c2)c1,-0.3%,-21.3%,6.5%,-3.4%,0.4%,-2.4%,-22.2%,-8.7%,0.0%
Cn1c2c(c(=O)n(C)c1=O)CN(Cc1ccc3c(c1)OCO3)CN2,1.2%,21.3%,-1.5%,2.2%,7.7%[9.24 µM],1.8%,-8.9%,14.3%,3.2%
CC(C)CNC(=O)c1ccc(NC(=O)c2ccccc2[N+](=O)[O-])cc1,-29.2%,0.3%,-0.9%,-4.1%,-3.2%,11.1%,-52.5%[inhibitor],-5.3%,-10.3%
COC(=O)C1CC(O)CN1C(=O)Nc1cccc(C(F)(F)F)c1 (stereo not given),0.0%,0.4%,2.5%,-1.0%,-0.2%,23.0%,9.1%,-2.0%,-13.5%
O=C(COC(=O)c1ccccc1Cl)Nc1nccs1,-6.8%,57.2%[activator],0.6%,-40.3%,13.8%,0.0%,?,9.3%,-4.3%
Cc1ccc(C(=O)/C=C/c2ccc(F)cc2)o1,-13.5%,21.7%,-21.1%,13.8%,?,0.0%,?,?,-6.7%
CCCc1cc(-c2[nH]ncc2-c2ccc3c(c2)OCCCO3)c(O)cc1O,?,-16.4%,-0.1%,?,-13.5%,?,-0.5%,-11.1%,0.0%
CCOCCCNC(=O)c1cc(Sc2cccc(Cl)c2)nc2ccccc12,?,?,8.4%,-4.2%,·,-4.5%,·,·,27.5%
Cc1cccc2nc(Cn3c(=O)n(CCCC(=O)NCc4ccco4)c(=O)c4ccccc43)cc(=O)n12,?,32.7%[activator],8.5%,-11.9%[1.53 µM],-1.3%,28.4%,9.3%,-2.0%,2.4%
CC(=O)Nc1ccc(NC(=O)CSc2nc(N)c(NC(=O)c3ccccc3F)c(=O)[nH]2)cc1,-4.2%,29.6%,-6.4%,5.4%,11.5%,14.5%,-2.9%,-3.2%,6.3%
CC(C)N1C(=O)CCC1C(=O)NCc1ccc(F)cc1Cl (stereo not given),-7.7%,8.0%,-2.9%,-15.4%,2.9%,-4.6%,0.0%,22.3%,-5.3%
COCCCNC(=O)c1ccccc1NS(C)(=O)=O,12.8%,7.2%,-9.0%,8.7%,11.5%,12.8%,-2.0%,6.4%,-8.0%

# Among those listed so far, 3 have a furan ring, fused or not:
SMILES,KB-V1 cytotox,GLP1R inv ag,GLP-1R agonist,HEK293 tox,HT1080 IDH1KD tx,KB-3-1 tox,SW480 rerep,HT1080-NT tox,TDP-43 yeast inh
CCc1nn(C(C)C(=O)NCCc2ccc(OC)c(OC)c2)c(=O)c2cc3occc3n12 (stereo not given),-11.3%,25.1%,14.9%,-5.1%,-1.1%,9.4%,-0.4%,0.7%,-4.5%
Cc1ccc(C(=O)/C=C/c2ccc(F)cc2)o1,-13.5%,21.7%,-21.1%,13.8%,?,0.0%,?,?,-6.7%
Cc1cccc2nc(Cn3c(=O)n(CCCC(=O)NCc4ccco4)c(=O)c4ccccc43)cc(=O)n12,?,32.7%[activator],8.5%,-11.9%[1.53 µM],-1.3%,28.4%,9.3%,-2.0%,2.4%

# From PubChem
